E coli WT exp = growth inhibitors of E. coli BW25113 wild type; OD600 absorbance; growth inhibition, % at 100 µM; 98,000 compounds, 0.15% hits;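 active = growth inhibition above about 50% at one test dose, limit read from the data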;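 also: growth measured after 20 h incubation at 37 °C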
PTPN22 act = LYP (human) phosphatase activation; Q9Y2R2; recombinant LYP, DiFMUP fluorescence; 0 = plate median, 100 = signal doubled; activation, % at 2 µM; 96,000 compounds, 0.11% hits;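 active = activation at 2 µM above a set limit, the mean plus 5 SD, cut at about 37% in these data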
PostGolgi ctrl = yeast control strain growth, post-Golgi counter-screen; 98,000 compounds, 5% hits; AID 738; efflux-deficient yeast background strain, growth absorbance A615, 16 h; inhibition, % at 10 µM
hDAT+cocaine = human DAT dopamine uptake with cocaine, either direction; LLC-PK1 hDAT cells, [14C]-dopamine uptake with cocaine IC80; actives deviate in either direction; Q01959; 110,000 compounds, 1.3% hits; AID 449768; B-score at 10 µM;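 active = Z score or B-score, a plate-position-corrected score, falls beyond the plate's 99.7% confidence bounds, in either direction; inactive = both scores lie inside the 99.7% bounds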;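 also: scored against the spread of the other compound wells on the same plate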
Target sequence (Q01959 whole entry, looked up): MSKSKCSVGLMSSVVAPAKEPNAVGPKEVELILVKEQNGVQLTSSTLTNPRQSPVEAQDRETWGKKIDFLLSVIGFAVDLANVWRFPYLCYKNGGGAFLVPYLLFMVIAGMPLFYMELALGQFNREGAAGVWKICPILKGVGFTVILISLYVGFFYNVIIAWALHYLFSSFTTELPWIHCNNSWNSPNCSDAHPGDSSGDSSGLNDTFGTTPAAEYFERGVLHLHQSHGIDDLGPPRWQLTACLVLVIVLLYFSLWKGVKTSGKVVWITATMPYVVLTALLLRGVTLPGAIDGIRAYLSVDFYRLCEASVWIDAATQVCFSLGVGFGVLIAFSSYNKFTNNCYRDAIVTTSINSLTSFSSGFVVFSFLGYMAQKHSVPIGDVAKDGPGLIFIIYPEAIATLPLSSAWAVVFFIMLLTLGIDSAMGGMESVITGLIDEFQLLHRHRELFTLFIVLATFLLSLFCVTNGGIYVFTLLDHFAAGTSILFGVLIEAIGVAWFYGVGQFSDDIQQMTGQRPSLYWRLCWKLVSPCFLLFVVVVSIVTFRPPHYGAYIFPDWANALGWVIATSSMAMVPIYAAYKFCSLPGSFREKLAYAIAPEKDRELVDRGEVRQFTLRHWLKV
PostGolgi yeast = growth inhibition of a yeast mutant, post-Golgi transport screen; inhibition, % at 10 µM; post-Golgi transport phenotypic cell assay; 98,000 compounds, 0.9% hits;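 also: yeast cells grown in 1536-well plates; yeast grown about 18 h at 30C before absorbance read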
PTK2B oligo ant = blocks oligomerization of human Pyk2 in cells; Q293 cells, Pyk2 FERM NanoBiT luminescence; active compounds read low; z-score (the deposit names both 25 µM and 10 µM); 99,000 compounds, 0.83% hits; AID 1347419;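 active = Z-score of -3 or lower, scaled per plate to the spread of control and sample wells; inactive = z-score above -3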;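 also: negative z-score means lost luminescence so less FERM oligomerization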
CYP2C9 act = CYP2C9 (human) activation. 96,000 compounds, 1.4% hits. recombinant CYP2C9, luciferin-H conversion, luminescence; active compounds read high; factor 1 = untreated enzyme, 0 = blocked. activation factor at 5 µM. P11712. AID 1024;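 active = activation factor of 2 or more for CYP2C9 at a 5 µM dose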;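 also: 0 = sulfaphenazole-blocked wells and 1 = vehicle-only wells; values of inactives mirror those of a sister screen read the other way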
Target sequence (P11712 whole entry, looked up): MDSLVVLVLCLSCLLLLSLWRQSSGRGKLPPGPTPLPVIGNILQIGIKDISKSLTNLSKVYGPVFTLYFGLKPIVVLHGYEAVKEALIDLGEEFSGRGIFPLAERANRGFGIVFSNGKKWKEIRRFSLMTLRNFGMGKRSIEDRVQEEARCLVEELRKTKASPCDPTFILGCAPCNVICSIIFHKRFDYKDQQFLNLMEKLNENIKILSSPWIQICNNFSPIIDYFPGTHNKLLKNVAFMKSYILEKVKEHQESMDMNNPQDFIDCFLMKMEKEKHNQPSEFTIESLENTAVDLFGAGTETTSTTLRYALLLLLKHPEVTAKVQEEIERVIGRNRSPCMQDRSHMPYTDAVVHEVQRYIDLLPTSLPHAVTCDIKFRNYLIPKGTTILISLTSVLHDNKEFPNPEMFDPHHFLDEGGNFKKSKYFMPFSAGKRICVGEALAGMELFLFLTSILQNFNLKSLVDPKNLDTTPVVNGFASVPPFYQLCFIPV
CYP2C9 inhib = inhibitors of human CYP2C9; CYP2C9 Supersomes, luciferin-H conversion, luminescence; inhibition, % at 5 µM; 96,000 compounds, 20% hits; AID 777;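 active = blocking of liver enzyme CYP2C9 beyond about 50% at 5 µM, limit read from the data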; also: values of inactives mirror those of a sister screen read the other way
LYP inh 2 = inhibitors of human LYP (PTPN22) phosphatase. recombinant LYP catalytic domain, DiFMUP fluorescence. inhibition, % at 2 µM. 96,000 compounds, 0.21% hits. AID 640;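 active = inhibition at 2 µM at or above a set limit, the screen mean plus 3 SD, cut at about 24% in these data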;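 also: 0% = DMSO with enzyme and 100% = enzyme fully blocked by orthovanadate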
The depositor's hits bear a star; . = not tested or not shown. Rule as the data show it, unless noted: active = inhibition above about 30%; inactive = the rest.

SMILES	E coli WT exp	PTPN22 act	PostGolgi ctrl	hDAT+cocaine	PostGolgi yeast	PTK2B oligo ant	CYP2C9 act	CYP2C9 inhib	LYP inh 2
Cc1cc(C(=O)CSc2nn3c(=O)c(C(C)(C)C)nnc3s2)c(C)n1-c1ccc(F)cc1	-4	-22	0	0.11	1	-0.64	0.4	58*	22
CNC(=S)N1C2CCC1CC(NC(=O)NC13CC4CC(CC(C4)C1)C3)C2 (centres undefined)	1	10	5	-0.54	9	0	1.1	-14	-6
CCOC(=O)CSc1nnc(CCc2nc3ccccc3[nH]2)n1C	3	1	10	-0.57	6	1.5	1	0	-3
CCOc1cc(NC(=O)c2cccs2)c(OCC)cc1NC(=O)c1ccco1	0	-1	3	-0.59	5	-0.24	0.6	45	4
O=C(CCc1ccc(S(=O)(=O)N2CCOCC2)cc1)N1CCCC1	-8	10	11	0.42	8	2.3	1.2	-20	-10
COC(=O)c1cc(OC)c(OC)cc1NC(=O)CCc1ccc(C)o1	-1	7	22	0.47	1	0.53	1.5	-54	-8
CCn1c(SCC(=O)Nc2ccc(N3CCOCC3)cc2)nnc1-c1ccc(OC)cc1	-8	-3	-1	0.93	-3	-0.56	0.7	32	0
CC1(C)c2ssc(=S)c2-c2ccccc2N1C(=O)CSC1=NCCS1	-18	-12	27	-0.16	14	-1	0.7	31	14
COc1ccc(CCn2c(SCC(=O)Nc3cc(C)on3)nc3ccsc3c2=O)cc1OC	1	-12	7	.	2	-1.3	0.4	60*	9
O=S(=O)(Nc1ccc(-n2cccc2)cc1)c1ccc(Cl)cc1Cl	-8	-6	67*	-1.6	-4	-0.61	0	100*	9
C=CCNc1nc(-c2ccc(OC)cc2OC)cs1	9	-5	10	0.56	0	0.98	1.1	-8	4
Cc1cc(C)c2ccc(NN)nc2c1O	13	2	8	0.15	-8	0.8	0.6	36	-6
O=C1CN(C(=O)COC(=O)c2oc3ccccc3c2COc2ccccc2)c2ccccc2N1	2	0	-6	0.2	1	0.47	0.8	15	0
CC(C)n1nnnc1SCC(=O)NCCc1ccccc1	6	2	3	-1.3	13	0.56	1	-1	0
COc1cccc(-c2nc(CS(=O)(=O)CC(=O)NCc3ccccc3)c(C)o2)c1	0	.	-1	.	-6	.	0.8	17	.
N#Cc1c(NC(=O)CSc2nnnn2C2CCCC2)sc2c1CCCC2	-8	-3	9	-0.016	13	-0.44	0.7	28	-1
Cc1ccc2c(c1)cc(CN(Cc1ccc3c(c1)OCO3)C(=O)c1ccccc1)c1nnnn12	-6	-13	0	0.98	-2	-1	1.1	-9	13
CO/N=C(\c1nonc1N)N1CCN(c2ccc(Cl)cc2[N+](=O)[O-])CC1	-22	18	58*	.	-7	-1.1	0.2	76*	-14
Cc1cccn2c(/C=N/OCc3cccc(F)c3)c(-c3ccc(Cl)cc3)nc12	-22	-11	6	0.13	-9	-0.55	0.9	7	12
O=C1C2C3C=CC(C3)C2C(=O)N1CCCO (centres undefined)	-2	4	6	-1.5	4	-0.04	.	.	-9
Cc1ccc2nc(/C(C#N)=C\c3ccc(OC(=O)c4cccs4)cc3)[nH]c2c1	-22	8	-11	0.42	-4	-0.8	0.2	81*	-4
O=C(CSc1nc2ccccc2n1CC(=O)N1CCCC1)N1CCN(C(=O)c2ccco2)CC1	-10	-3	8	0.2	7	-0.54	.	.	0
CCOc1ccc(Cl)cc1S(=O)(=O)NCc1cccnc1	-3	7	8	0.76	-3	0.3	1	-3	-4
O=C(CC(Cc1ccccc1)c1ccco1)NC1CCCCC1 (centres undefined)	-5	-1	3	0.89	-2	-1.3	0.6	41	3
CCCn1c(O)c(CN2CCCCC2)c(C)c(C#N)c1=O	1	-12	0	0.46	3	-0.07	0.4	63*	10
CC(C)(C)N(NC(=O)Nc1ccccc1)C(=O)c1ccccc1Cl	1	4	9	-0.042	-2	0.17	0.9	13	0
Cn1c(-c2ccc(N)cc2)nc2ccccc21	8	-13	9	-0.32	4	0.86	0.9	8	10
COc1ccc(CC(=O)Nc2nc(C)cs2)cc1OC	7	-4	-3	0.092	3	1.4	0.7	30	3
CC(=O)NC(CCS(C)(=O)=O)C(=O)Nc1cccc(C)c1 (centres undefined)	2	4	-3	-0.36	2	.	1	2	-5
Cc1c(N2C(=O)c3ccccc3C2=O)c(=O)n(-c2ccccc2)n1C	6	-15	-8	-0.095	6	-0.42	1.1	-6	12
CCN(C(=O)C1CCN(S(=O)(=O)c2cccc3nonc23)CC1)c1ccccc1	3	2	4	0.067	1	.	0.7	26	-5
COc1cc(C(=O)NCCC(C)C)c([N+](=O)[O-])cc1OC	-4	-6	2	-1.5	-4	-0.36	1.1	-14	9
CCC(C)n1nccc1NC(=O)C(C)OC(=O)c1cc2ccccc2[nH]1 (centres undefined)	6	-4	4	0.24	-2	-0.02	0.7	30	2
O=C(NCc1cccs1)c1ccncc1	8	-5	1	-0.63	1	0.7	0.7	27	9
CCOC(=O)c1oc2ccccc2c1NC(=O)Cc1cccs1	-3	-4	5	0.57	4	-1.2	0.6	37	1
CCN(CC(=O)NC(C)C)C(=O)CCNC(=O)c1ccc(Cl)cc1	7	0	8	-0.64	3	0.37	0.9	6	-2
CCn1c(SCC#N)nc2c(c1=O)C1(CCCC1)Cc1ccccc1-2	0	-7	52*	-1.2	0	-2.4	0.1	89*	5
COc1ccc(CCNC(=O)CCSc2nc(-c3ccco3)cc(C(F)(F)F)n2)cc1	-12	0	-10	0.002	1	0.3	0.9	5	4
O=C(Nc1ccccc1C(=O)NCCCn1ccnc1)c1ccc(Cl)cc1Cl	.	-5	.	1.1	.	0.39	.	.	4
Cc1ccccc1C(=O)NN(C)c1nc2ccccc2nc1C(F)(F)F	-7	1	-7	1.4	0	0.71	1.3	-34	3
Cc1ccc2nc(NCCCNC(=O)c3cnccn3)c(C#N)cc2c1	-10	-2	20	-0.095	2	-0.34	1	3	0
CNc1cc(CS(=O)c2ccccc2)nc(-c2ccccc2)n1 (centres undefined)	1	-5	17	0.028	-3	0.99	1	3	7
CCOC(=O)c1cnc2c(cnn2C)c1NCCCN(C)C	0	6	-2	-0.065	4	0.67	0.7	28	-3
NC/C(=N\O)c1ccc(Cl)cc1Cl	13	11	1	-0.75	-5	-0.09	0.5	52*	-14
COc1ccc(-c2noc(-c3ccc4c(c3)OCO4)n2)cc1	-8	2	8	-1.6	-4	0.64	0.8	15	-2
Cc1ccc(C(=O)NN2CCOCC2)cc1	-12	-4	3	0.021	-5	-0.53	0.6	41	7
CC(C)CNC(=O)C1CCCN(S(=O)(=O)c2ccc(-n3cnnn3)cc2)C1 (centres undefined)	-5	14	1	0.19	1	1.2	1.1	-11	-14
Cc1ccc2cc(C#N)c(N3CCCN(S(=O)(=O)c4ccccc4)CC3)nc2c1	-6	-4	24	0.8	12	0.65	0.6	40	2
COC(C(=O)Nc1ccc(S(=O)(=O)N2CCCCC2)cc1)c1ccccc1 (centres undefined)	-3	8	9	0.22	-8	-0.1	0.2	80*	-8
CCO/C(C)=N/n1c2nc3ccccc3nc2c2c(=O)n(Cc3ccccc3Cl)c(C)nc21	-19	-6	7	-0.26	0	-0.92	0.5	53*	6
CNc1nc(Oc2ccc(=O)n(C)n2)nc(N2CCOCC2)n1	-7	1	0	-0.32	-5	1.8	1.1	-6	4
CCOC(=O)c1c(NC(=O)CN2CCCCC2)sc2c1CCN(C(=O)OCC)C2	-5	0	13	0.47	13	-1.2	0.5	47	-3
Cc1ccc2ncnc(NCCC(=O)O)c2c1	.	8	.	0.66	.	0.25	.	.	-8
CS(=O)(=O)N1CCN(c2ccc(NC(=O)c3cccnc3Cl)cc2)CC1	-1	-6	-2	0.68	-4	1	0.9	7	6
Nc1nonc1-c1noc(-c2ccccc2)n1	0	10	-4	-0.48	2	-0.32	.	.	-15
CCc1ccc(NC2=CC(=O)CC(c3ccco3)C2)cc1 (centres undefined)	15	-6	1	1.3	7	-0.21	0.5	53*	5
O=C(NC1CCCC1)C(c1ccncc1)N(CC1CCCO1)C(=O)Cn1nnc(-c2cccs2)n1 (centres undefined)	5	10	7	-0.56	-7	0.29	0	95*	-7
CN(C)c1ccc(C2N(c3ccc(Cl)cc3)C(=O)C3CCCN32)cc1 (centres undefined)	8	0	1	-0.95	-3	.	0.7	29	-1
COc1ccc(OC)c(NC(=O)C2CC(=O)N(c3ccccc3)C2)c1 (centres undefined)	7	.	2	0.9	5	-0.57	0.7	31	.
Cc1c(CN2CCCCC2C)c(=O)n(-c2ccccc2)n1C (centres undefined)	-1	8	-5	-0.51	1	0.52	0.9	14	-10

An excerpt from above, limited to CYP2C9 act.
Structure	CYP2C9 act
O=C(NC1CCCC1)C(c1ccncc1)N(CC1CCCO1)C(=O)Cn1nnc(-c2cccs2)n1 (centres undefined)	0
CN(C)c1ccc(C2N(c3ccc(Cl)cc3)C(=O)C3CCCN32)cc1 (centres undefined)	0.7

(list continues)
SMILES	E coli WT exp	PTPN22 act	PostGolgi ctrl	hDAT+cocaine	PostGolgi yeast	PTK2B oligo ant	CYP2C9 act	CYP2C9 inhib	LYP inh 2
C/C(=C\C(=O)c1ccccc1)Nc1cccc(O)c1	3	-10	0	0.85	4	-0.46	0.9	8	8
COc1ccc(C(=O)N(CC(=O)NC(C)(C)C)c2ccc3c(c2)OCCO3)cc1OC	6	2	13	1	10	-0.39	1	-1	-2
Cc1cccc2cc(C(c3nnnn3CC3CCCO3)N3CCc4ccccc4C3)c(=O)[nH]c12 (centres undefined)	2	3	1	.	1	.	0.4	60*	-6
O=C1NC2(CCCCCC2)N=C1c1ccc(F)cc1	0	-13	-1	0.43	2	-0.18	0.9	9	13
Cc1ccc(NC(=O)COc2ccc(-n3cnnn3)cc2)cc1C	.	2	.	-0.93	.	0.05	.	.	-1
Cc1oc(CC(C)C)cc1C(=O)Nc1ccc(C(=O)O)cc1	-10	8	5	-0.27	4	0.8	1	2	-9
CCOC(=O)C1=C(CC)Nc2ccccc2N=C1NC(=O)c1cc(S(=O)(=O)N(C)C)ccc1Cl	-9	1	-1	0.015	-5	1.6	0.3	68*	-4
O=C(OCc1ccccc1)C1=[N+]([O-])OC(C(=O)OCc2ccccc2)C1c1c[nH]c2ccccc12 (centres undefined)	-5	-10	3	-0.58	-2	1.9	0	96*	12
Cc1cc(C(F)(F)F)nc(SCC(=O)Nc2ccccc2)n1	0	14	5	-1.2	-5	-0.16	1.1	-14	-14
Cc1cc(S(=O)(=O)N2CCCC2)c(C)s1	-5	6	-2	0.37	4	-0.1	1.1	-7	-4
CCOC(=O)C1CCCN(C(=O)/C=C/c2cccc([N+](=O)[O-])c2)C1 (centres undefined)	-7	-2	12	0.063	4	-0.1	1	-2	5
COc1ccc2c(c1)CC/C(=C\c1ccc(OC)c(Cn3nc(C)cc3C)c1)C2=O	-9	-3	3	2.1	1	-2.2	0.5	49	2
Cc1cc(C)cc(C(=O)N(c2ccccn2)C(C)c2ccco2)c1 (centres undefined)	-7	-5	5	-0.54	0	1.3	0.9	12	8
C=CCNC(=O)c1ccc2c(c1)nnn2C	3	-1	6	-0.46	-5	-0.77	1	0	-2
Cc1ccccc1-c1nnc(SCCOc2ccc3c(C)cc(=O)oc3c2)o1	-16	-14	27	0.85	9	0.7	0.7	27	14
CCCCOC(=O)c1ccc(NC(=O)C(=O)NCC2CCCO2)cc1 (centres undefined)	4	-3	0	0.058	4	1.1	0.8	23	7

Full records, looked up by structure. Order of screens: E coli WT exp, PTPN22 act, PostGolgi ctrl, hDAT+cocaine, PostGolgi yeast, PTK2B oligo ant, CYP2C9 act, CYP2C9 inhib, LYP inh 2
COc1ccc2c(c1)CC/C(=C\c1ccc(OC)c(Cn3nc(C)cc3C)c1)C2=O reads -9, -3, 3, 2.1, 1, -2.2, 0.5, 49, 2
C/C(=C\C(=O)c1ccccc1)Nc1cccc(O)c1 reads 3, -10, 0, 0.85, 4, -0.46, 0.9, 8, 8

Screens deposited in PubChem BioAssay by several laboratories.

An unsorted share of the library. About 24% of those tested had a hit in this group.
